Bioassay records (PubChem)
TTR transcr act: TTR transcription activators in neuroblastoma reporter cells, primary screen, cell-based, luminescence, SH-SY5Y, TTR promoter Gaussia luciferase; activation, % at 16.7 µM; 1.3% of 92,000 active; 100% = recombinant luciferase protein wells;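 active = activation above the mean of all tested compounds plus 3 SD, cut at about 9.5% in these data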;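 also: cells exposed to compounds for one day before reading; 0% = median of all test compound wells on the plate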
The depositor's hits bear a star.

The opening 17 records as a preview:
SMILES	TTR transcr act
O=C(NNC(=O)C1CCCCC1)c1cnccn1	12*
CCOc1ccc(CCNS(=O)(=O)c2ccc3c(c2)NC(=O)CC(=O)N3)cc1OCC	0.5
O=S(=O)(Nc1nc2ccccc2nc1NCCN1CCOCC1)c1cccc(Cl)c1	0.2
CCOC(=O)c1c(Cc2ccccc2)c[nH]c1C	1.1
O=C(CC(=O)NN=Cc1ccc2c(c1)CCC2)NN=Cc1ccc2c(c1)CCC2	-0.9
CC1CN(C(=O)N2CCOCC2)CCN1C(=O)N1CCOCC1 (stereo unspecified)	-2.0
O=C(NC1CCCCC1)C1CCN(S(=O)(=O)N2CCOCC2)CC1	-0.7
CCn1c(NC(=O)Nc2cccc(C)c2C)cc2sccc21	1.3
COc1ccc2c(C#CCCO)c(-c3ccc(S(C)(=O)=O)cc3)sc2c1	-2.6
CC(=O)c1sc(C(C)(C)C)cc1NC(=O)CCC(=O)O	-1.2
COC(=O)c1[nH]c2cc(OC)ccc2c1NC(=O)CN1CCC(C(N)=O)CC1	0.5
CCOC(=O)c1ccc2c(c1)nc(SC/C(O)=C(\C#N)c1nc3ccccc3[nH]1)n2CC	2.2
Cc1cc2nc(-c3ccc(SCC(=O)Nc4ccc5c(c4)OCCO5)nc3)[nH]c2cc1C	-0.6
Cc1ccc(C)n1-c1nn(S(=O)(=O)c2cccc3cccnc23)c2cccc(F)c12	1.5
COc1ccc(CCNC(=O)CCCCC(=O)NCCc2ccc(OC)c(OC)c2)cc1OC	1.0
Cc1ccc(C)c(OCCC(=O)N2CCN(S(=O)(=O)c3cc(F)ccc3F)CC2)c1	-0.8
Cc1cc(C)n(CC2CC(=O)N(c3ccc(Cl)c(Cl)c3)C2=O)n1 (stereo unspecified)	12*

The listing, repeating the preview:
SMILES	TTR transcr act
O=C(NNC(=O)C1CCCCC1)c1cnccn1	12*
CCOc1ccc(CCNS(=O)(=O)c2ccc3c(c2)NC(=O)CC(=O)N3)cc1OCC	0.5
O=S(=O)(Nc1nc2ccccc2nc1NCCN1CCOCC1)c1cccc(Cl)c1	0.2
CCOC(=O)c1c(Cc2ccccc2)c[nH]c1C	1.1
O=C(CC(=O)NN=Cc1ccc2c(c1)CCC2)NN=Cc1ccc2c(c1)CCC2	-0.9
CC1CN(C(=O)N2CCOCC2)CCN1C(=O)N1CCOCC1 (stereo unspecified)	-2.0
O=C(NC1CCCCC1)C1CCN(S(=O)(=O)N2CCOCC2)CC1	-0.7
CCn1c(NC(=O)Nc2cccc(C)c2C)cc2sccc21	1.3
COc1ccc2c(C#CCCO)c(-c3ccc(S(C)(=O)=O)cc3)sc2c1	-2.6
CC(=O)c1sc(C(C)(C)C)cc1NC(=O)CCC(=O)O	-1.2
COC(=O)c1[nH]c2cc(OC)ccc2c1NC(=O)CN1CCC(C(N)=O)CC1	0.5
CCOC(=O)c1ccc2c(c1)nc(SC/C(O)=C(\C#N)c1nc3ccccc3[nH]1)n2CC	2.2
Cc1cc2nc(-c3ccc(SCC(=O)Nc4ccc5c(c4)OCCO5)nc3)[nH]c2cc1C	-0.6
Cc1ccc(C)n1-c1nn(S(=O)(=O)c2cccc3cccnc23)c2cccc(F)c12	1.5
COc1ccc(CCNC(=O)CCCCC(=O)NCCc2ccc(OC)c(OC)c2)cc1OC	1.0
Cc1ccc(C)c(OCCC(=O)N2CCN(S(=O)(=O)c3cc(F)ccc3F)CC2)c1	-0.8
Cc1cc(C)n(CC2CC(=O)N(c3ccc(Cl)c(Cl)c3)C2=O)n1 (stereo unspecified)	12*
COC(=O)Nc1ccc(S(=O)(=O)NCCO)cc1	1.2
Cc1cccc(C)c1NC(=O)COC(=O)c1cc(-c2cccnc2)nc2ccccc12	-0.5
O=C(NC(=S)NNC(=O)c1ccccc1[N+](=O)[O-])c1ccc(Br)cc1	-1.9
O=C(N/N=C/c1sc(N2CCOCC2)nc1-c1ccccc1)c1cccc(S(=O)(=O)N2CCCC2)c1	-3.5
Cc1ccc(CNC(=O)CSc2ncc(C(=O)Nc3ccccc3)c(=O)n2C)cc1	-1.7
Cc1cccc(N2CCN(C(=O)CCNS(=O)(=O)c3ccc4c(c3)oc(=O)n4C)CC2)c1C	1.0
CC(=O)N1CCc2c(sc(NC(=O)CN3C(=O)CCC3=O)c2C(N)=O)C1	0.0
COc1ccc(S(=O)(=O)NC(=O)C2(C)CCN2C(=O)c2cccc(F)c2)cc1 (stereo unspecified)	0.4

The list continues.
SMILES	TTR transcr act
O=C(O)c1cccc(-c2ccc(/C=N/Nc3ccc([N+](=O)[O-])cc3)o2)c1	-4.1
COC(=O)c1ccc2nc(C)cc(Nc3ccc(N(C)C)cc3)c2c1	-1.0
O=C(/C=C/c1ccc(F)cc1)NC(=S)N1CCN(c2ccccn2)CC1	-0.1
O=[N+]([O-])c1cc(C(F)(F)F)ccc1NN=C1CCCC1	-1.0
CCCS(=O)(=O)NCc1cn2cccc(C)c2n1	3.3
CSc1cc(-c2ccccc2)n(Cc2c(Cl)cccc2Cl)c(=O)c1C#N	-2.3
CCC(CO)Oc1cc(NCc2cccnc2)c2ncn(C(C)C)c2c1 (stereo unspecified)	1.9
COc1ccc(N(C(=O)c2cccc(OC)c2OC)C2C=CS(=O)(=O)C2)cc1 (stereo unspecified)	2.0
C#CCOCCOCCOCCNc1nc(N2CCN(C(=O)[C@H](Cc3ccc(O)cc3)n3cc([C@@H](N)CC(C)C)nn3)CC2)nc(N2CCN(C(=O)[C@H](Cc3cc4ccccc4[nH]3)n3cc([C@@H](N)CC(C)C)nn3)CC2)n1	-1.9
Cc1cc(NC(=O)/C=C\C(=O)O)c([N+](=O)[O-])cc1C	-1.3
O=C(CCN=C1NS(=O)(=O)c2ccccc21)N1CCc2ccccc2C1	0.7
CCOc1ccc(CC(=O)N/N=C/c2cccnc2)cc1	-0.1
O=C1CN(C(=O)c2ccc(Br)o2)C(c2ccccc2)c2cc(Br)ccc2N1 (stereo unspecified)	-1.8
Cc1cc(C)c2c(C)[nH]nc2n1	-1.1
CCCc1cc(=O)[nH]c(SCC(=O)N2CC3(C)CC2CC(C)(C)C3)n1 (stereo unspecified)	-1.1
O=C(Nc1ccc(S(=O)(=O)Nc2nccs2)cc1)C1=NN(c2ccccc2)C(=O)CC1	0.6
O=C(NCC(=O)N(c1cccc(F)c1)C(C(=O)NC1CCCC1)c1cccnc1)c1cccs1 (stereo unspecified)	0.9
O=c1[nH]c(CCl)nc2cc(-c3ccc(Cl)cc3)sc12	-1.2
Nn1c(SCc2ccc(Br)cc2)nnc1-c1ccccn1	1.7
COc1ccc(-c2c(NC(=O)c3ccco3)n(-c3ccc(C)cc3)nc(C)c2=O)cc1	1.7
C=CCn1c(SCC(=O)c2ccc(O)c(O)c2)nnc1-c1cccnc1	0.0
CCCOc1ccc(NC(=O)C2CC(=O)N(C)C(=Nc3cccc(OC)c3)S2)cc1 (stereo unspecified)	0.6
Cc1cccc(C(=O)N=c2sccn2C)c1[N+](=O)[O-]	2.3
O=C(C1CCC1)N1CCc2cc(S(=O)(=O)NC3CCCC3)ccc21	-2.0
C[C@@H]1COC(=O)[C@@H](Cc2ccc(F)cc2)C/C=C\C[C@@H](CC(=O)N[C@H](CO)Cc2ccccc2)C(=O)N1	8.1

(cont.)
SMILES	TTR transcr act
CC1CCc2c(sc(NC(=O)C3CCCO3)c2C#N)C1 (stereo unspecified)	0.7
O=C1NC(=O)C2C3OC(C(Br)C3Br)C12 (stereo unspecified)	5.3
Cc1ccccc1NC(=S)N/N=C/c1ccc(O)cc1O	3.6
Cc1cc(NS(=O)(=O)c2ccc(NC(=S)NC(=O)c3ccncc3)cc2)no1	2.8
CCN(CCCn1c(SCC#N)nc2ccccc2c1=O)c1ccccc1	-2.5
C[C@H]1CN=C(N(C)C)N1CCCC1CCCCC1	-2.5
COc1ccc(Br)cc1/C=N/NC(=O)c1cccnc1	0.7
Cc1cc(C)c(N2CCN(S(=O)(=O)N3CCCCCC3)CC2)c(C)c1	-1.6
Cc1ccc(OCc2cc(C(=O)N3CC4C[C@@H]5CC3C[C@H](C4)C5)no2)cc1C	1.4
O=C(CN(C(=O)CNS(=O)(=O)c1ccc(F)cc1)c1ccccc1F)NCc1ccco1	-1.4
O=C(Cc1cccs1)NCC1CCCO1 (stereo unspecified)	0.2
CCOC(=O)C1CCCCN1Cc1cccc(F)c1 (stereo unspecified)	0.7
Cn1c(=O)[nH]c(=O)c2c1nc(Sc1ncccn1)n2CCCc1ccccc1	2.3
CCCCC(O)(c1ccc(F)cc1)C(CN1CCOCC1)c1ccc(Cl)cc1 (stereo unspecified)	-0.6
O=C(C1=NN[C@@H]2C(=O)N(c3cccc(F)c3)C(=O)[C@H]12)c1cnccn1	1.6
COc1ccc(C(=O)NC(C)c2nnc(SCc3ccc(Cl)c(Cl)c3)n2C)cc1 (stereo unspecified)	-1.0
O=C(O)c1ccc(-c2ccccn2)s1	2.0
CC(C)CN1CCNC(=O)C1CC(=O)NCc1cnn(-c2cccc(F)c2)c1 (stereo unspecified)	1.2
O=C(Nc1ccccc1C(F)(F)F)c1cnccn1	-0.3
N=C1/C(=C/c2cccn2Cc2ccc(F)cc2)C(=O)N=C2SC=CN12	0.8
O=C(CCCN1C(=O)c2cccc3cccc(c23)C1=O)NC1CCS(=O)(=O)C1 (stereo unspecified)	0.8
Cc1cc2nc(C)c(=O)n(C)c2cc1C	2.3
C=CCc1cccc2cc(C(=O)OCC(=O)c3ccccc3)c(=O)oc12	-1.3
CC(C)CNc1nnnc2c1sc1nc(N3CCOCC3)c3c(c12)CC(C)(C)SC3	-1.9
CS(=O)(=O)c1ccc(NCCc2ccc(S(N)(=O)=O)cc2)c([N+](=O)[O-])c1	-0.9

More results follow.
SMILES	TTR transcr act
O=C(NCCCNC(=O)c1cnccn1)c1cccc(Cl)c1	-0.6
O=S1(=O)NC(=NCCOCCO)c2ccccc21	4.1
COc1ccccc1CN1CCN(C(=O)c2cccc3ccccc23)CC1	-0.8
COc1ccc(NC(=O)C2OCCc3ccccc32)c(OC)c1 (stereo unspecified)	1.0
COc1ccc(CCNC(=O)COC(=O)c2cc(OC)c(OC)cc2OC)cc1OC	5.2
O=[N+]([O-])c1ccc(N2CCN(Cc3ccccc3)CC2)c2c1no[n+]2[O-]	-6.4
C[C@H](CO)N1C[C@H](C)[C@@H](CN(C)S(C)(=O)=O)Oc2ccc(NS(=O)(=O)c3cn(C)cn3)cc2C1=O	-1.2
O=C(NCc1ccncc1)C(=O)NCC(c1ccco1)N1CCN(c2ccccc2F)CC1 (stereo unspecified)	5.6
COC(=O)C1=C(C)NC(=S)N(C(C)=O)C1c1ccccc1 (stereo unspecified)	-4.7
CCc1nc(SCc2ccc(Cl)cc2)n[nH]1	7.2
COc1ccc(CNC(=O)C[C@H]2C[C@H](C(=O)N3CCOCC3)[C@@]3(C)c4[nH]c5ccc(Cl)cc5c4CCN3C2=O)cc1OC	1.7
O=C(CCCSc1nc2ccccc2s1)NCc1ccc2c(c1)OCO2	-0.4
O=C(CCCc1ccccn1)c1cccc2ccccc12	0.7
O=C(N/N=C/c1cccc(O)c1)c1ccc2c(c1)OCCO2	-1.0
COc1ccc(CCNC(=O)Cn2c(=O)n(CC3CCCO3)c(=O)c3cc(OC)c(OC)cc32)cc1OC (stereo unspecified)	0.7
O=C(O)C(Oc1ccc2ccccc2c1)c1ccccc1 (stereo unspecified)	-1.6
CCOC(=O)C(=O)Nc1ccccc1C(N)=O	-1.9
CCCC/S(CC1CC1(Cl)Cl)=N\S(=O)(=O)c1ccc(C)cc1 (stereo unspecified)	-1.8
CCC(C)(C)C1CCc2c(sc(NC(=O)c3ccoc3C)c2C(N)=O)C1 (stereo unspecified)	6.8
CC(C)c1ccc(NC(=O)COC(=O)COc2ccccc2)cc1	10*
CC1(C(=O)NS(=O)(=O)c2ccc3c(c2)CCO3)CCN1C(=O)CCC1CCCC1 (stereo unspecified)	-0.9
C[C@H](NC(=O)c1ccco1)C(=O)OCC(=O)N1CC(=O)Nc2ccccc21	0.0
Cc1ccc(O)c(CNc2nccs2)c1	-0.7
CCOc1ccccc1N(CC(=O)N1CCC(C)CC1)S(=O)(=O)c1ccc(C)cc1	0.4
COc1cccc(C(=O)NCC(=O)OC(C)C(=O)NC23CC4CC(CC(C4)C2)C3)c1 (stereo unspecified)	-0.1

More compounds.
SMILES	TTR transcr act
CSc1cccc(CN2CCCC(C(=O)Nc3cccc(-n4cccn4)c3)C2)c1 (stereo unspecified)	0.2
CC(=O)c1ccc(OC(=O)N(c2ccccc2)c2ccccc2)cc1	-1.6
CN(C)c1cc(-c2ccc(F)cc2)oc(=O)c1Cl	-1.0
CCOc1cc(C2C3=C(CCCC3=O)Nc3nc(C(=O)OC)nn32)ccc1OC (stereo unspecified)	3.4
COc1cccc(/C=C/c2onc(C)c2S(=O)(=O)N2CCC(C(=O)NC3CCCCCC3)CC2)c1	-1.6
O=C1c2ccccc2-c2ccc(P(=O)(O)O)cc21	1.0
Cc1ccc(NC(=O)c2cc(C)nn2-c2ccccc2)cc1	-0.2
CCN1C(=O)[C@@H]2[C@H](C1=O)[C@@H]1C(=O)Nc3ccccc3C(=O)N1[C@@H]2c1ccc(Br)cc1	0.0
Cc1nc2ncnn2c(Nc2ccc3c(c2)OCCO3)c1C	0.6
COc1ccccc1C(CC(=O)Nc1ccc(C)c(C)c1)c1ccc(OC(C)C)cc1 (stereo unspecified)	4.2
O=C1OC(c2ccccc2)=N/C1=C\C=C\c1ccco1	-0.3
O=C(CCSCc1ccccc1F)NCc1cccs1	0.7
O=C(NC12CC3CC(CC(C3)C1)C2)c1cc([N+](=O)[O-])ccc1N1CCOCC1	1.8
O=C(O)c1cn(-c2ccc(F)cc2)c(=O)c2ccccc12	-0.9
CCOC(=O)c1[nH]c2cc(OC)c(OC)cc2c1NC(=O)C(C)N1CCN(Cc2ccccc2)CC1 (stereo unspecified)	0.1
Cc1nc2ccc(NC(=O)COc3ccccc3C)cc2s1	-1.6
O=C(CCc1ccccc1)N1CCCC1	11*
COc1ccc(CCN/C=C2/CC(=O)NC2=O)cc1OC	-0.4
O=C(CCCCCNc1nc(=S)[nH]c2ccccc12)NCCc1ccc(Cl)cc1	-2.8
COc1ccc2[nH]c(C(=O)O)c(NS(=O)(=O)c3ccc(OC)c(OC)c3)c2c1	5.1
O=C(N/N=C\c1ccc(-c2ccc([N+](=O)[O-])cc2)o1)C1COc2ccccc2O1 (stereo unspecified)	-1.7
CC(/C=C1\SC(=S)N(NS(=O)(=O)c2ccccc2)C1=O)=C\c1ccccc1	1.4

The list is partial. The share of hits here may be higher or lower than overall.
